Bioassay records from PubChem.
FEN1 inhibitor: blocks human flap endonuclease 1; Recombinant FEN1 flap cleavage, fluorescence, 15 min; Potency, µM (series often up to 114 µM), inactives show at the top dose activity change, negative = inhibition, usual class: inhibitors; 390,000 compounds, 0.35% hits; AID 588795; also: nearly all actives have a fitted effect of over 65% in size
Target sequence (P39748 whole entry, looked up): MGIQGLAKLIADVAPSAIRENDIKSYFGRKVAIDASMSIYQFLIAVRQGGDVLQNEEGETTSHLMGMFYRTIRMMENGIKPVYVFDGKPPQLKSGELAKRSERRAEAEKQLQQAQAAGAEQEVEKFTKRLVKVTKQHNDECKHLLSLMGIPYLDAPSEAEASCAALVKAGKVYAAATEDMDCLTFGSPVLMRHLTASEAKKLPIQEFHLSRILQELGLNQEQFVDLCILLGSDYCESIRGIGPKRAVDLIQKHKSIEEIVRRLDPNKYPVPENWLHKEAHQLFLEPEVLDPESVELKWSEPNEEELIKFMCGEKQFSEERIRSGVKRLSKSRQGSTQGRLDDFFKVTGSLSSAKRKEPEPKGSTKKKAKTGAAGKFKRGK
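Concentration–response screening of FEN1 (10 nM): 15 min compound preincubation at room temperature, reaction started with 50 nM substrate and read at 0 and 15 min. Corrected, normalized data were fitted by a four-parameter Hill equation.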
TDP1 inh: TDP1 (human) enzyme inhibition; AID 485290; recombinant TDP1, AlphaScreen DNA substrate cleavage; Q9NUW8; 350,000 compounds, 0.28% hits; Potency, µM (series often up to 130 µM), without a hit: top-dose activity change, negative = inhibition, actives largely listed as inhibitors; also: nearly all actives have a fitted effect of over 40% in size
Target sequence (Q9NUW8 whole entry, looked up): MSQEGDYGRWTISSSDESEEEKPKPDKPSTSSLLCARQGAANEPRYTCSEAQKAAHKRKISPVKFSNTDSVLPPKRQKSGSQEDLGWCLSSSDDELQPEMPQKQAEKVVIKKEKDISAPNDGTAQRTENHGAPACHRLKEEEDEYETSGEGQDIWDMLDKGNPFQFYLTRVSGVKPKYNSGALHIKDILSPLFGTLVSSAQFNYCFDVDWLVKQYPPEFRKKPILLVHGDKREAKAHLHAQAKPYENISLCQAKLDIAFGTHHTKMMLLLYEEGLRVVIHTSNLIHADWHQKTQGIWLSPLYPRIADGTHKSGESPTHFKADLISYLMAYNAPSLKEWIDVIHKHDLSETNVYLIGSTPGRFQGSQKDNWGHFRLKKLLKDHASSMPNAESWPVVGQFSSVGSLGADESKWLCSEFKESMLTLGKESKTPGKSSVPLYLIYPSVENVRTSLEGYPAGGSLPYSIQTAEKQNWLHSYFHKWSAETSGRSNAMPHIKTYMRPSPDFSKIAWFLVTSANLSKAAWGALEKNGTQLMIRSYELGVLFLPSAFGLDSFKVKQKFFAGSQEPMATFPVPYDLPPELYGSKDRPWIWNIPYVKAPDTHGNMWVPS
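E. coli-derived human Tdp1, 1 nM final. Cpd preinc 15 min RT; substrate 15 nM final, 5 min RT; AS bead mix 10 ug/ml final, 10 min RT. Signal loss = tyrosine-FITC cleavage. No-enzyme wells = max signal.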
N370S GC mod: inhibits or activates N370S mutant glucocerebrosidase; P04062; N370S GC spleen homogenate, 4MU-glucoside fluorescence; Potency, µM (top dose mostly 59.4 µM), for the others: at the top dose activity change, negative = inhibition, actives largely listed as inhibitors; 330,000 compounds, 0.092% hits;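 also: 0% = full enzyme activity and -100% = no enzyme basal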
The depositor's hits bear a star; ? = inconclusive; / = not tested or not shown; & = joins results of further samples. Calls follow the shape of the dose curve; as a rule, active = well fitted curve in the direction sought with a large enough effect; inconclusive = small, poorly fitted or top-dose-only effect, or another doubt; inactive = no such curve, though single readings can be large; an effect the other way counts as inactive or inconclusive. Unless noted, % is scaled to controls: 0 for no effect and ±100 for the full control effect; potency is read from the fitted curve at half-maximal effect.

SMILES	FEN1 inhibitor	TDP1 inh	N370S GC mod
Cc1ccccc1-c1nc(CS(=O)CC(=O)NC2CCCC2)c(C)o1 (stereo not given)	-7%	3%	-1%
COc1ccc(-c2nc3c(n2O)CCC/C3=N\O)cc1	-15%	0%	-13%
CCOC(=O)COc1cc(C)c(Cl)cc1C(=O)c1ccn2nc(-c3ccc(OC)cc3)cc2n1	-10%	6%	/
COc1ccc(-n2c(=O)c3ccccc3n(CC(=O)Nc3cc(C)on3)c2=O)cc1OC	-1%	5%	9%
COc1ccc2nc(C)cc(Sc3nc4ccccc4s3)c2c1	3%	0%	?
Cc1ccnc2nc(C(=O)Nc3ccc(S(=O)(=O)N4CCCC4)cc3)nn12	-11%	-3%	-7%
Cc1cccc(C)c1NC(=O)CN(C)C(=O)Cn1c(=O)cnc2ccccc21	-2%	0%	-1%
CC(C)C(=O)Nc1nnc(SCC(=O)NC2CCCC2)s1	-12%	2%	-5%
COc1ccc([C@H]2CC(=O)C=C(c3cccc(Br)c3)C2)cc1	-18%	-2%	/
Cc1ccc(-c2cc(C(=O)OCC(=O)Nc3cc(C)on3)c3ccccc3n2)c(C)c1	-5%	1%	27%
CCCCC(=O)OCC(=O)c1cc(C)n(-c2c(C)n(C)n(-c3ccccc3)c2=O)c1C	-4%	4%	-3%
O=C(c1ccc2ccccc2c1)C1CCCN(C(=O)CN2C(=O)CSC2=O)C1 (stereo not given)	3%	3%	?
COc1ccc(C(C(=O)NC(C)(C)C)N(CCc2ccc(OC)c(OC)c2)C(=O)CCC(=O)Nc2cc(C)on2)cc1 (stereo not given)	-16%	5%	-7%
CC1=NN(C(C#N)c2ccc([N+](=O)[O-])cc2)C(C)(C)C1 (stereo not given)	0%	5%	-2%
COc1ccccc1N1CCN(C(=O)c2ccc3c(Cl)c4c(nc3c2)CCCC4)CC1	3%	5%	-8%
CCc1cccc(NC(=O)Cc2ccc(OC)c(OC)c2)c1	1%	0%	-6%
O=c1cc(N2CCCCC2)c(-c2ccccc2)nn1Cc1ccc(Cl)cc1	-15%	0%	?
O=C(O)C1CCN(C(=O)CSc2nc3ccccc3c(=O)n2-c2ccc(Cl)cc2)CC1	8%	7%	6%
CCc1cc2c(cc3c(=O)n(CC(=O)NCCc4ccc(OC)c(OC)c4)ncn32)s1	15%	-7%	/
O=C(CC1(O)C(=O)N(CN2CCOCC2)c2ccccc21)c1ccccc1 (stereo not given)	1%	3%	3%

The list goes on, overlapping the part above by 7 compounds.
SMILES	FEN1 inhibitor	TDP1 inh	N370S GC mod
CC1=NN(C(C#N)c2ccc([N+](=O)[O-])cc2)C(C)(C)C1 (stereo not given)	0%	5%	-2%
COc1ccccc1N1CCN(C(=O)c2ccc3c(Cl)c4c(nc3c2)CCCC4)CC1	3%	5%	-8%
CCc1cccc(NC(=O)Cc2ccc(OC)c(OC)c2)c1	1%	0%	-6%
O=c1cc(N2CCCCC2)c(-c2ccccc2)nn1Cc1ccc(Cl)cc1	-15%	0%	?
O=C(O)C1CCN(C(=O)CSc2nc3ccccc3c(=O)n2-c2ccc(Cl)cc2)CC1	8%	7%	6%
CCc1cc2c(cc3c(=O)n(CC(=O)NCCc4ccc(OC)c(OC)c4)ncn32)s1	15%	-7%	/
O=C(CC1(O)C(=O)N(CN2CCOCC2)c2ccccc21)c1ccccc1 (stereo not given)	1%	3%	3%
COC(=O)c1ccc2c(=O)n(CCO)c(=S)[nH]c2c1	-3%	0%	1%
Cc1ccc(C)c(NS(=O)(=O)c2cc(C(=O)NCc3ccccn3)ccc2C)c1	4%	4%	2%
CCNC(=O)COC(=O)c1ccc(S(=O)(=O)N2CCCCCC2)cc1	-4%	1%	7%
COc1ccc([N+](=O)[O-])cc1NS(=O)(=O)c1cccc(C(=O)NCCCN2CCCC2=O)c1	-4%	1%	/
O=C(CNS(=O)(=O)c1ccccc1)N1CCCC1	2%	5%	0%
Cc1ccc(C(=O)Nc2sc3c(c2C(=O)O)CCC(C)C3)o1 (stereo not given)	-12%	2%	/
CCCCc1cc(C(=O)Cc2ccccn2)c(O)cc1O	-4%	/	-12%
CS(=O)(=O)c1nc(S(=O)(=O)c2ccc(Cl)cc2)c(NCc2ccccn2)s1	0%	3%	2%
O=C(O)CCCCCCCCc1cn(CC2CCCCC2)nn1	14%&-15%	/	1%
CC(C)OC(=O)c1c(NC(=O)Cn2cnc([N+](=O)[O-])n2)sc2c1CCCC2	-4%	0%	-1%
COc1ccc(C(=O)Nc2ccccc2SCc2cc(=O)c3cccc(C)c3[nH]2)cc1	-3%	8%	/
O=C(NC1CCCCCC1)c1cccc(N2CCCC2=O)c1	-5%	3%	22%
CCN(CC)S(=O)(=O)c1ccc2c(c1)c(=O)c(C(=O)N1CCN(c3ccc(OC)cc3)CC1)cn2C	-17%	0%	/
O=C(Nc1ccc(Cl)cc1)C1CCCCN1S(=O)(=O)c1ccccc1 (stereo not given)	-19%	-4%	/
CCOC(=O)c1ccccc1NC(=O)Cn1c(=O)n(CCC(=O)N2CCc3ccccc3C2)c(=O)c2ccccc21	10%	8%	/
COc1ccc(CCN=C(C)C2=C(O)C(c3ccccc3)OC2=O)cc1OC (stereo not given)	-3%	-1%	-20%
CNCCC1Sc2ccccc2Oc2ccccc21 (stereo not given)	4%	-2%	-17%
COc1ccc(-n2c(C)cc(C(=O)COC(=O)c3cc(NC(=O)c4cccs4)c(OC)c(OC)c3)c2C)cc1	2%	3%	-9%
COc1ccc(C(=O)N/N=C/c2ccc(OC)c(CSc3ccccn3)c2)cc1	5%	0%	3%
O=C(CN1c2ccccc2Sc2ccccc21)NNC(=O)Nc1cccc(Cl)c1	0%	/	-1%

Given as a markdown table: entries from further up
| SMILES | FEN1 inhibitor | TDP1 inh | N370S GC mod |
| --- | --- | --- | --- |
| Cc1ccc(C(=O)Nc2sc3c(c2C(=O)O)CCC(C)C3)o1 (stereo not given) | -12% | 2% | / |
| CCCCc1cc(C(=O)Cc2ccccn2)c(O)cc1O | -4% | / | -12% |
| CS(=O)(=O)c1nc(S(=O)(=O)c2ccc(Cl)cc2)c(NCc2ccccn2)s1 | 0% | 3% | 2% |
| O=C(O)CCCCCCCCc1cn(CC2CCCCC2)nn1 | 14%&-15% | / | 1% |

Other structures.
SMILES	FEN1 inhibitor	TDP1 inh	N370S GC mod
CCOc1ccc(-c2n[nH]c(C)c2Oc2ccccc2OC)c(O)c1	-18%	4%	?
Cc1[nH]oc(=O)c1N=Nc1c(Cl)cccc1Cl	0%	0%	-11%
C=CCn1c(C)cc(C(=O)CSc2ccc(NC(C)=O)cc2)c1C	2%	6%	3%
COc1cc(C(=O)N[C@@H](C)C(=O)N2CCC3(CC2)NCCc2[nH]cnc23)cc(OC)c1OC	-5%	2%	4%
CCOC(=O)c1sc2ccccc2c1S(=O)(=O)Nc1ccc(CC)cc1	-7%	2%	/
Cc1nn(CCCC(=O)Nc2ccc(Br)cc2F)c(C)c1[N+](=O)[O-]	-16%	0%	-2%
COCC(C)NC(=O)CSc1nc2ccccc2n1CCc1ccccc1 (stereo not given)	15%	0%	12%
O=C(COC(=O)c1ccc(F)c(S(=O)(=O)N2CCOCC2)c1)c1ccc(Cl)cc1	14%	0%	/
CC(C)(C)c1cc(OC(=O)c2ccccc2F)ccc1O	-19%	-3%	-16%
COc1ccc(-c2cc(-c3cccs3)nc(OC)c2C#N)cc1OC	13%	-3%	24%
O=C(CNC(=O)c1cccc(F)c1)N/N=C/c1cc(Br)ccc1OC(=O)/C=C/c1ccco1	-22%	0%	-18%
C=CCN1C(=O)C(O)(CC(=O)c2ccc(-n3cccc3)cc2)c2ccccc21 (stereo not given)	-7%	11%	-4%
CCOc1ccc(NC(=O)c2ccc(NC(=O)COC(=O)Cc3ccc(OC)cc3)cc2)cc1	-18%	-2%	4%
S=C(Nc1ccccc1)Nc1nc2ccccc2n1CCOc1ccccc1	7%	12%	-10%
COc1cc(C(=O)Nc2ccccc2-c2nc(-c3ccccc3)no2)cc(OC)c1OC	4%	9%	/
CC(C)Cn1c(-c2cccs2)nc2ccccc21	11%	4%	0%
O=C1c2ccccc2C(O)N1Cc1ccc2c(c1)OCO2 (stereo not given)	-9%	-6%	7%
COc1ccc(NC(=O)CSc2nnc(-c3ccncc3)o2)c([N+](=O)[O-])c1	2%	1%	-2%
CN1CCN(C(c2ccccc2Cl)c2sc3nc(-c4ccco4)nn3c2O)CC1 (stereo not given)	-1%	8%	/
Cc1ccc(CCNC(=O)Cn2ncc3c(=O)oc4ccccc4c32)cc1	15%	1%	/
CN1C(C(=O)Nc2ccc(OC(F)(F)F)cc2)=CC(c2cccs2)=NS1(=O)=O	-2%&11%	8%&3%	-12%
O=C1NC(=O)C(Cc2ccc(OCCN3COc4ccccc4C3=O)cc2)S1 (stereo not given)	/	10%	8%
O=C(COC(=O)c1ccc(O)cc1)NC1CCCC1	9%	/	-3%
COc1ccc(C(=O)Nc2ccccc2-c2nc(-c3ccc(OC)cc3)no2)cc1	-3%	11%	/
CCOC(=O)C1CCCN(S(=O)(=O)c2cc(OCC(N)=O)c(C)cc2Cl)C1 (stereo not given)	10%	-2%	-3%
Cc1cc(N2CCN(c3ccccc3F)CC2)n2cnnc2n1	-13%	-2%	/
Cc1sc2nc(CN3CCOCC3)[nH]c(=O)c2c1-c1ccccc1	-1%	5%	3%
CCOC(=O)c1cnc2ccc(C)cc2c1Nc1ccc(N2CCOCC2)cc1	?	10%	-14%
O=C(COc1ccc(Cl)cc1Cl)NNC(=S)Nc1ccc(F)cc1	2%	9%	-28%
CC12CCC3C(CCC4CC(O)CCC43C)C1CC=C2c1ccccc1 (stereo not given)	/	10%	-4%
O=C(CS(=O)(=O)c1ccc(F)cc1)NCc1ccccc1	1%	0%	4%
CC(C)COC(=O)C(N)C(C(=O)OCC(C)C)c1ccccc1 (stereo not given)	-16%	-1%	-1%
CCC1=C2CC[C@H]3C(=O)N(c4ccccc4)C(=O)[C@H]3[C@H]2[C@@]2(C)C(=O)N(Cc3ccccc3)C(=O)N2C1=O	/	3%	2%
CCOC(=O)c1ccc(NC(=S)Nc2ccc(C)cc2)cc1	1%	-2%	6%
O=C(CNC(=O)c1cccc(OC(F)F)c1)OCn1nnc2ccccc2c1=O	-14%	5%	10%
O=C(/C=N/O)NCCCN1CCOCC1	1%	-5%	7%
COc1ccc(-c2onc(C)c2-c2cscn2)c(O)c1	-1%	3%	2%
O=C(c1cc2nc(-c3ccco3)cc(C(F)(F)F)n2n1)N1CCN(Cc2ccccc2)CC1	1%	0%	6%
Cc1cccc(NC(=O)CNC(=O)c2ccc3c(c2)OCO3)n1	2%	0%	-16%
CNC(=S)NCCN1CCOCC1	-5%	0%	-10%
O=C(Nc1ccc2c(c1)OCO2)c1cc(-c2cccc(Cl)c2)on1	22%	3%	/
CCC1CCCCN1C(=O)CSc1nnc(CNC(=O)c2c(F)cccc2Cl)o1 (stereo not given)	2%	1%	-9%
O=C(Nc1cccc(NC(=O)c2cccc(F)c2)c1)c1ccccc1	11%	/	-14%
NC(=O)C1CCN(CC(O)COCc2ccccc2Cl)CC1 (stereo not given)	3%	0%	1%
Cc1nn(-c2ccccc2)c(C)c1NC(=O)COC(=O)c1ccc(Cl)c(S(N)(=O)=O)c1	-6%	-1%	-1%
COc1ccc(C2CC(=O)c3cnc4c(-c5ccc(F)cc5)c(C)nn4c3C2)cc1OC (stereo not given)	7%	-6%	/
CC1CC(C)CN(C(=O)c2cccc(S(=O)(=O)N(C)c3ccccc3)c2)C1 (stereo not given)	-15%	-6%	-20%
O=C(NC1(C(F)(F)F)N=C(c2ccccc2)N(Cc2ccccc2)C1=O)c1ccc(F)cc1 (stereo not given)	-24%	3%	/
O=[N+]([O-])c1ccc(CNCc2cc(Cl)ccc2O)cc1	-21%	5%	-9%
CCn1ccc(C(=O)Nc2ccc(Cl)cn2)n1	5%	4%	10%

One compound at a time (already shown).
`O=[N+]([O-])c1ccc(CNCc2cc(Cl)ccc2O)cc1` is entered as FEN1 inhibitor: -21%; TDP1 inh: 5%; N370S GC mod: -9%
`CC1CC(C)CN(C(=O)c2cccc(S(=O)(=O)N(C)c3ccccc3)c2)C1` (stereo not given) is entered as FEN1 inhibitor: -15%; TDP1 inh: -6%; N370S GC mod: -20%
